Assay outcomes from PubChem BioAssay.
M5 PAM – human M5 muscarinic receptor positive allosteric modulators, primary screen, CHO-K1 cells, Fluo-8 calcium fluorescence. activation, % at 3 µM. Muscarinic acetylcholine receptor M5 (Homo sapiens), P08912. actives 0.3% (n = 360,000). AID 624038, 2012. CHO-K1 hM5, ACh EC20 PAM; 0% = ACh EC20, 100% = ACh EC100;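 active means activation above the run cutoff, the mean activation of all test compounds plus 3 SD, cut at about 18% in these data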
Target sequence (P08912 whole entry, looked up): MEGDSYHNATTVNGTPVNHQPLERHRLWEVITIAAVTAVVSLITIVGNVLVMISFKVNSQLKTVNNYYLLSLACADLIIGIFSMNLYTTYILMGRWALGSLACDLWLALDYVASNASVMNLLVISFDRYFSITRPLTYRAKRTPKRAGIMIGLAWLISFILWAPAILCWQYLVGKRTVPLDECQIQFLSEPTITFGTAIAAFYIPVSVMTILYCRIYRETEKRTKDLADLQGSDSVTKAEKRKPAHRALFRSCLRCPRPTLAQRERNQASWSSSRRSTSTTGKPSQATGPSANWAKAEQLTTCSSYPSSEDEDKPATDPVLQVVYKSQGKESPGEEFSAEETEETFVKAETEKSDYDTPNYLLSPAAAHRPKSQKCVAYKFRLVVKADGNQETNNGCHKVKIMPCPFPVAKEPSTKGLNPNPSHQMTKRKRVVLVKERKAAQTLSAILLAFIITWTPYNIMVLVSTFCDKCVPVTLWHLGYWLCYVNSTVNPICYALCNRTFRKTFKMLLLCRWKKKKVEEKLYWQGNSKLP
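Measured by: Fluo-8 calcium fluorescence; material: human M5 receptor in CHO-K1 cells; schedule: Post-acetylcholine fluorescence recording 140 s; benchmarks: low control EC20 acetylcholine (0%), high control EC100 acetylcholine (100%); read-out: Max/basal fluorescence ratio as % of EC20–EC100 ACh window; compound: single dose, 3 µM nominal final test concentration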
M5 antag – human M5 muscarinic receptor antagonists, primary screen, CHO cells, Fluo-8 calcium fluorescence; CHO-hM5 cells, ACh EC80; inhibition, % at 3 µM; actives 0.59% (n = 360,000);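 active means inhibition above a per-plate cutoff, the mean of that plate's test compounds plus 3 SD, cut at about 27% in these data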;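 further: 0% = acetylcholine EC80 with DMSO and 100% = DMSO without agonist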
CRFR2-BP antag – antagonists of CRF-BP/CRF-R2 complex, primary screen, cell-based, HEK293, calcium dye fluorescence, uHTS. inhibition, % at 11.8 µM. AID 588475, 2011. CRF-induced calcium fluorescence. actives 0.59% (n = 350,000);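 active means inhibition of the ligand-induced calcium signal above about 50% at the single tested concentration, limit read from the data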
M4 PAM – human M4 muscarinic receptor positive allosteric modulators, primary screen, CHO-K1 cells, Fluo-8 calcium fluorescence. activation, % at 3 µM. actives 0.4% (n = 360,000). CHO-K1 hM4/Gqi5, ACh EC20; 0% = ACh EC20, 100% = maximal ACh;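 active means activation above its plate's cutoff, the mean activation of sample wells plus 3 SD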; further: some results filed as inactive read as strong as hits
Target sequence (P08173 whole entry, looked up): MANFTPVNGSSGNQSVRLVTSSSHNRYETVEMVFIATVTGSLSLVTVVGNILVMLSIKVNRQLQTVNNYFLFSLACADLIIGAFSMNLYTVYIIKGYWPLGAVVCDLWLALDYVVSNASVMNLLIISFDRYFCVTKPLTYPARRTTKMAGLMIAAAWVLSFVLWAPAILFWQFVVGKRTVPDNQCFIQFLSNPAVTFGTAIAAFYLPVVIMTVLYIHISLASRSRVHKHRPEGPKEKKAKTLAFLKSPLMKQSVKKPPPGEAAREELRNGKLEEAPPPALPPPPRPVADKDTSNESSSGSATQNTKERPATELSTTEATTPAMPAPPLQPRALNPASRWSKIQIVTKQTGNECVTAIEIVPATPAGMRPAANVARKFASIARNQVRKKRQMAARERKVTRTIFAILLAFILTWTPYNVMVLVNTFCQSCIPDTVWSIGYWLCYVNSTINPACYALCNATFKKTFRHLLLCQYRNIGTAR
M5 ag – human M5 muscarinic receptor agonists, primary screen, CHO-K1 cells, Fluo-8 calcium fluorescence. Muscarinic acetylcholine receptor M5 (Homo sapiens), P08912. CHO-K1 hM5 cells; 0% DMSO wells, 100% maximal acetylcholine response. activation, % at 3 µM. actives 0.19% (n = 360,000). AID 624037, 2012;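 active means activation above the run's mean over test compounds plus 3 SD, cut at about 23% in these data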;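 further: signal is peak over basal fluorescence ratio across the kinetic read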
CRFR2-BP ag – agonists of CRF-BP/CRF-R2 complex, primary screen, cell-based, HEK293, calcium dye fluorescence, uHTS; calcium dye fluorescence (FLIPR); percent of saturating CRF peptide response; activation, % at 13.2 µM; actives 0.46% (n = 350,000);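 active means activation of at least 50%, plus an integration ratio under a set limit after plate pattern correction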;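 further: plate controls were neutral control wells without compound for no effect and CRF at EC100 for full effect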
CHRM4 agonist – human M4 muscarinic receptor agonists, primary screen, CHO-K1 cells, Fluo-8 calcium fluorescence. actives 0.14% (n = 360,000). activation, % at 3 µM. CHO-K1 hM4/Gqi5; vehicle 0%, full acetylcholine response 100%;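 active means activation above the run mean over all test wells plus 3 SD, cut at about 32% in these data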;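 further: peak over basal fluorescence ratio per well then scaled between controls; 0% = DMSO wells and 100% = acetylcholine at EC100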
IDE inh – human IDE inhibitors in live cells, primary screen, fluorescence polarization, HEK cells, FAbetaB substrate | Insulin-degrading enzyme (Homo sapiens), P14735 | inhibition, % at 5.59 µM | AID 434962, 2010 | FAbetaB cleavage | actives 0.41% (n = 320,000);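 active means percent inhibition above the average of all tested compounds plus 3 SD, set per screening campaign, cut at about 16% in these data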;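 further: IDE supplied by intact live HEK cells; FP after avidin binding of uncleaved biotin substrate so inhibition keeps polarization high; 0% = DMSO wells and 100% = 60 µM reference IDE inhibitor Ii1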
CHRM4 antagonist – human M4 muscarinic receptor antagonists, primary screen, CHO cells, Fluo-8 calcium fluorescence. Muscarinic acetylcholine receptor M4 (Homo sapiens), P08173. CHO-hM4 cells, ACh EC80. inhibition, % at 3 µM. actives 0.73% (n = 360,000). AID 624125, 2012;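 active means inhibition above its plate's cutoff, the mean inhibition of sample wells plus 3 SD, cut at about 27% in these data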;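 further: 0% = acetylcholine EC80 with DMSO and 100% = DMSO without agonist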
Active calls of the source: *; x = no result given.

SMILES	M5 PAM	M5 antag	CRFR2-BP antag	M4 PAM	M5 ag	CRFR2-BP ag	CHRM4 agonist	IDE inh	CHRM4 antagonist
CCc1ccccc1OCc1nnc(N)s1	4	-5	-7	1	-6	-0.3	0	3	-6
O=C(Nc1cccc(S(=O)(=O)N2CCCC2)c1)c1ccc2ccccc2n1	-16	10	-5	-11	-5	2.9	4	1	0
Cn1c(SCC(=O)NN2C(=O)NC(C)(c3ccccc3)C2=O)nnc1-c1ccncc1 (stereo not given)	13	5	5	6	2	2.8	1	4	-6
CC1(C(=O)N(Cc2ccccc2)Cc2ccccc2)CC1(Br)Br (stereo not given)	-1	-6	-40	-6	-7	1.7	-2	-2	-15
CCCN(Cc1cc2cc(OC)ccc2[nH]c1=O)C(=O)c1ccncc1	0	-1	5	14	4	-1.0	2	-2	5
Cn1cc([N+](=O)[O-])c(C(=O)NNC(=O)c2ccc([N+](=O)[O-])cc2Cl)n1	0	2	5	-2	-3	-0.7	1	-6	2
FC(F)(F)c1cc(-c2cccs2)nc2cc(-c3ccccc3)nn12	8	-8	-40	1	-2	-1.1	0	2	-4
COc1ccc(Oc2ccc(S(=O)(=O)N3CCCCC3)cc2S(=O)(=O)N2CCCCC2)cc1	-1	10	-8	9	1	2.8	-1	0	13
Brc1nnc2n1-c1ccccc1Sc1ccccc1-2	-9	-1	7	2	-9	-1.0	0	0	-5
Cc1ccc(Cc2c(-c3ccc(C#N)cc3)nc3ccc(Br)cn23)cc1	-3	-1	7	-7	-1	-1.1	0	x	-1
O=C(O)Cn1cc(C(=O)C(F)(F)F)c2ccccc21	9	-7	28	3	0	12	0	5	-9
Cc1ccc(NC(=O)C2CCN(S(=O)(=O)c3ccc4c(c3)NC(=O)C(C)S4)CC2)c(C)c1 (stereo not given)	-13	9	6	-20	-4	1.2	9	4	5
COCCOC(=O)c1c(N)n(CCCN2CCOCC2)c2nc3ccccc3nc12	19*	-6	-13	10	4	-0.3	1	0	10
O=C(CCNC(=O)c1ccc([N+](=O)[O-])cc1)NCC1COc2ccccc2O1 (stereo not given)	-1	10	-2	7	-1	1.1	1	x	5
Cc1nc2cc(NC(=O)NCc3ccco3)ccc2n1C	1	1	9	4	1	-1.1	0	3	3
COc1ccc(C(CNC(=O)c2cccc(S(=O)(=O)N3CCCC3)c2)N2CCCC2)cc1 (stereo not given)	-1	2	2	-4	-8	-0.9	0	-4	6
CCN(C(=O)Cc1c(C(=O)O)[nH]c2ccccc12)c1ccc(OC)cc1	3	12	-12	-3	-1	-1.1	1	0	0
COCC(=O)n1nc(-c2ccccc2)nc1NCc1cccs1	5	12	-6	-4	0	1.7	1	x	7
CCOC(=O)Nc1ccc2c(c1)N(C(=O)CCN1CCOCC1)c1ccccc1S2=O (stereo not given)	-17	16	-13	-14	-7	0.7	1	1	13
CCc1ccc([C@H]2[C@@H]3C(=O)C[C@@H]4C(=O)N(c5ccccc5)C(=O)[C@@H]4[C@@H]3CN2S(=O)(=O)c2ccc(C)cc2)cc1	-7	6	x	3	-1	x	4	x	-17

Shown as comma-separated lines: part of the list above.
mol,M5 PAM,M5 antag,CRFR2-BP antag,M4 PAM,M5 ag,CRFR2-BP ag,CHRM4 agonist,IDE inh,CHRM4 antagonist
O=C(O)Cn1cc(C(=O)C(F)(F)F)c2ccccc21,9,-7,28,3,0,12,0,5,-9
O=C(CCNC(=O)c1ccc([N+](=O)[O-])cc1)NCC1COc2ccccc2O1 (stereo not given),-1,10,-2,7,-1,1.1,1,x,5
Cc1nc2cc(NC(=O)NCc3ccco3)ccc2n1C,1,1,9,4,1,-1.1,0,3,3

Remaining list, next part:
SMILES	M5 PAM	M5 antag	CRFR2-BP antag	M4 PAM	M5 ag	CRFR2-BP ag	CHRM4 agonist	IDE inh	CHRM4 antagonist
Cc1ccc(O)c(C(=O)c2cnc3c(c2)COc2ccc(C)cc2-3)c1	-3	-8	12	-4	-6	3.8	-1	9	-13
CCOC(=O)C1CCN(C(=O)COC(=O)c2nc3nc(C)cc(C)n3n2)CC1	-4	6	0	12	1	0.4	1	-5	5
Cc1ccc(NC(=O)c2cc3c(=O)oc4ccccc4c3s2)nc1	0	-1	-17	18	4	1.5	2	5	-13
O=C1C=C(Nc2ccc(F)cc2)c2ccccc2C1=O	1	0	10	5	3	-3.1	0	6	-7
CCCN(CC(=O)Nc1ccccc1OC)C(=O)Cc1ccccc1F	6	0	-4	0	1	0.6	0	-5	6
Cc1nn(CC(=O)NCCc2cccs2)c(=O)c2nn(-c3ccccc3)c(C)c12	12	-2	-11	11	-3	-0.1	-1	4	3
O=C(CCN1CCCO1)N1CCCC(N2CCN(c3ccccc3F)CC2)C1 (stereo not given)	-2	-3	-29	0	-4	0.5	2	-7	-13
O=C1NC2(CCCCCCC2)C(=O)N1Cc1ccc(F)cc1	1	8	-10	1	-14	-1.6	1	3	-1
Cc1cc(C)c2c(c1)cc(C)c1nnc(SCC(=O)Nc3ccccc3N3CCOCC3)n12	1	1	-8	-5	-2	-0.7	0	0	1
CC1(C)Cc2c(c(-c3ccccc3)[nH]c(=O)c2C#N)CO1	0	1	11	3	1	-0.9	0	8	2
COc1ccc(Nc2nc(NCc3ccco3)nc(N/N=C/c3ccc(O)cc3)n2)cc1	-4	5	-4	4	-2	1.6	-2	-5	-8
O=C(/C=C/c1ccccc1)Nc1nnc(SCC(=O)c2ccc3ccccc3c2)s1	1	-4	-12	-7	2	-0.5	1	3	-4
CCOc1ccc(CCNC(=O)CSC(=S)N2CCCC2)cc1OCC	-3	17	8	-3	-2	-0.5	0	-1	1
CC(C)(C)C(=O)Nc1ccc(NC(=O)C(C)(C)C)cc1	12	-15	-2	1	-4	-2.1	0	2	1
CCCCc1nc(C(N)=O)c2[nH]c(=O)n(-c3ccccc3F)c2n1	1	7	2	3	-2	-1.2	0	-1	-9
CC1CN(C(=O)Nc2ccc3c(c2)OCCO3)CC(C)O1 (stereo not given)	4	0	-4	3	3	-0.6	0	-3	-4
COCCCC1CCN(C(=O)C2CCC(=O)N(CC3CCCCC3)C2)CC1 (stereo not given)	-3	-1	-3	1	-1	-0.9	2	x	-3
CC(=O)c1ccc(OCC(=O)NC2CCS(=O)(=O)C2)cc1 (stereo not given)	-1	-2	-2	10	0	-1.3	1	-5	5
O=C(CN1C(=O)c2ccccc2C1=O)NCC(=O)Nc1ccccc1	8	8	-3	-1	0	0.2	1	x	-1
CC(C)(C)Cc1c(-c2cccc(Cl)c2)nc2ccc(Br)cn12	-3	6	x	-3	-7	x	1	x	5
C/C(=C\c1ccco1)CN1CCC(N2CCC(C(=O)N3CCOCC3)CC2)CC1	2	-1	4	-17	-4	0.1	0	1	-2
CCSc1nnc(NC(=O)NC2CCCCC2)s1	0	0	-21	3	2	-1.2	1	9	-6
CC1(C(=O)O)CCCN(C(=O)C2(c3ccc(Cl)cc3)CCCC2)C1 (stereo not given)	1	-4	x	9	1	x	1	x	-9
CC1(C)CC(=O)C2=C(C1)OC(N)=C(C#N)C2c1ccc(OC(=O)N2CCOCC2)cc1 (stereo not given)	-2	0	7	-2	0	1.4	1	4	4
S=C(NCc1cccs1)Nc1ccc(Br)cc1Cl	-13	5	20	-10	-8	-0.2	6	7	-6
Cc1ccc(-n2ncc3c(=O)[nH]c(SCC(=O)N4CCCC4)nc32)cc1C	-5	-5	-11	-4	1	-1.5	0	-1	-12
CCCN1CCc2c(sc(NC(=O)CCS(=O)(=O)c3ccccc3)c2C(=O)OC)C1	2	-6	4	-8	0	18	13	10	0
Cc1ccc(S(=O)(=O)N2CCN(Cc3cc(=O)n4ccccc4n3)CC2)c(C)c1	1	6	0	6	-6	1.9	2	4	-12
N#Cc1cnc2nc(SCc3ccccc3)nn2c1	-10	5	-3	-1	-4	0.1	2	-2	-2
O=C(NCC(O)c1ccc([N+](=O)[O-])cc1)c1cccc(S(=O)(=O)N2CCCC2)c1 (stereo not given)	-5	14	10	4	0	-0.6	3	7	13
COc1ccc(-c2nnc(SCC(=O)NC(C)c3ccccc3)o2)cc1OC (stereo not given)	-3	3	1	8	0	-1.1	1	3	12
Cc1ccsc1C=Nc1c(C)n(C)n(-c2ccccc2)c1=O	-3	-4	-8	0	-1	0.9	0	3	6
COc1ccc(/C=C/C2=NN(C)C(=O)CC2)cc1	-5	-1	12	7	-2	0.1	0	-3	0
O=C(Nc1ccccc1)c1cccc(S(=O)(=O)NC2CCCC2)c1	-3	-1	0	-3	0	1.1	4	-2	-1
O=C(NNc1ncnc2c1cnn2-c1cccc(Cl)c1)c1ccco1	-6	8	1	-3	-1	-0.5	5	0	3
COc1cc(C#N)c(NC(=O)CN2CCC(C(N)=O)CC2)cc1OC	6	10	0	4	-3	-1.9	2	2	-6

Among those listed so far, these contain fluorine.
SMILES	M5 PAM	M5 antag	CRFR2-BP antag	M4 PAM	M5 ag	CRFR2-BP ag	CHRM4 agonist	IDE inh	CHRM4 antagonist
FC(F)(F)c1cc(-c2cccs2)nc2cc(-c3ccccc3)nn12	8	-8	-40	1	-2	-1.1	0	2	-4
O=C(O)Cn1cc(C(=O)C(F)(F)F)c2ccccc21	9	-7	28	3	0	12	0	5	-9
O=C1C=C(Nc2ccc(F)cc2)c2ccccc2C1=O	1	0	10	5	3	-3.1	0	6	-7
CCCN(CC(=O)Nc1ccccc1OC)C(=O)Cc1ccccc1F	6	0	-4	0	1	0.6	0	-5	6
O=C(CCN1CCCO1)N1CCCC(N2CCN(c3ccccc3F)CC2)C1 (stereo not given)	-2	-3	-29	0	-4	0.5	2	-7	-13
O=C1NC2(CCCCCCC2)C(=O)N1Cc1ccc(F)cc1	1	8	-10	1	-14	-1.6	1	3	-1
CCCCc1nc(C(N)=O)c2[nH]c(=O)n(-c3ccccc3F)c2n1	1	7	2	3	-2	-1.2	0	-1	-9
